SRC1 inh = inhibits human SRC1 coactivator. HEK293 GAL4-SRC1 luciferase reporter, luminescence. inhibition, % at 3.6 µM. actives 0.12% (n = 360,000);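 active means inhibition above the campaign mean plus 3 SD, with each screening campaign given its own cutoff, cut at about 60% in these data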;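 further: 0% = DMSO treated cells and 100% = gossypol at 36 µM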
MC4R ag barr = human MC4R agonism via beta-arrestin. P32245. U2OS MC4R beta-arrestin complementation, luminescence; percent of melanotan II response, DMSO zero. activation, % at 8.9 µM. actives 0.98% (n = 360,000). AID 540308;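 active means activation above a per-plate cutoff, the mean activation of sample wells on that plate plus 3 SD, cut at about 8% in these data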
MC4R antag cAMP = blocks human MC4R cAMP signaling; MC4R-expressing cells, MTII-stimulated cAMP, LANCE TR-FRET; inhibition, % at 6.5 µM; actives 0.48% (n = 360,000); AID 540295;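 active means inhibition above its plate's cutoff, the mean of tested wells on that plate plus 3 SD, cut at about 29% in these data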;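 further: 0% = Melanotan II alone and 100% = Melanotan II plus saturating MCL0020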
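System: U2OS cells stably expressing human melanocortin 4 receptor (MC4R). Reagent: Melanotan II challenge after compound preincubation. Doses: 6.5 µM. Times: 30-min compound, 1-h challenge, 1-h detection, room temperature. Measured by: TR-FRET with Eu-cAMP and labeled anti-cAMP, 671 nm. Replicates: singlicate.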
TLR9-MyD88 inh = TLR9-MyD88 interaction inhibition | Q9NR96+Q99836 | CHO BLA complementation TLR9-MyD88, CCF4 FRET ratio | inhibition, % at 4.98 µM | actives 0.21% (n = 340,000);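 active means inhibition above the mean over all tested compounds plus 3 SD, cut at about 21% in these data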;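 further: 0% = DMSO only wells and 100% = clavulanate BLA inhibitor control wells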
ABHD5 PLIN5 PPI = ABHD5-PLIN5 protein interaction inhibition | Split G. princeps luciferase complementation, luminescence, 4 h | Q00G26+Q8WTS1 | actives 0.78% (n = 360,000) | inhibition, % at 4 µM;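 active means inhibition above the mean inhibition across every tested compound plus 3 SD, cut at about 22% in these data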;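 further: 0% = DMSO only wells and the 100% control is not disclosed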
LMP1 NFkB inh = Epstein-Barr LMP1 NF-kappaB reporter inhibition | actives 0.69% (n = 350,000) | LMP1-induced NF-kappaB luciferase reporter cells, luminescence | inhibition, % at 12.5 µM; in the data active means inhibition above about 41%;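 further: 0% = neutral control wells and 100% = reference inhibitor control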
NOD2 RIPK2 PPI = inhibitors of human NOD2-RIPK2 interaction; O43353; CHO BLA complementation NOD2-RIPK2, CCF4 ratio; inhibition, % at 4.98 µM; actives 0.38% (n = 360,000); AID 624267; in the data active means inhibition above about 21%;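 further: 0% = vehicle only and 100% = reference blocker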
SRC3 inh = inhibits human SRC3 coactivator | inhibition, % at 3.6 µM | HEK293 GAL4-SRC3 luciferase reporter, luminescence | AID 588352 | Q9Y6Q9 | actives 0.17% (n = 360,000);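 active means inhibition above a per-campaign cutoff, the mean of all compounds plus 3 SD, cut at about 60% in these data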;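 further: 0% = DMSO-treated cells and 100% = gossypol-treated cells at 36 µM; higher means less SRC3-driven luciferase light from the GAL4 reporter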
SRC2 inh = inhibits human steroid receptor coactivator 2; AID 651957; HEK293 GAL4-SRC2 luciferase reporter, luminescence; Q15596; inhibition, % at 9 µM; actives 0.17% (n = 370,000);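 active means inhibition above the mean inhibition of all tested compounds plus 3 SD, set per campaign, cut at about 52% in these data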;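 further: 0% = DMSO treated cells and 100% = cells given Gossypol at 36 µM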
LRH-1 inv ag = suppresses constitutive activity of human LRH-1. inhibition, % at 3.6 µM. O00482. actives 0.13% (n = 360,000). AID 602396. HEK293T StAR-luciferase reporter, LRH-1 transfected, 24 h;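 active means inhibition above the mean inhibition of all tested compounds plus 3 SD, cut at about 73% in these data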;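 further: 0% = DMSO wells and 100% = reporter-only cells lacking LRH-1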
COUP-TFII inh = blocks human COUP-TFII nuclear receptor; HEK293T NGFI-A luciferase reporter, luminescence; inhibition, % at 8.6 µM; actives 0.7% (n = 370,000);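 active means inhibition above a per-plate cutoff, mean inhibition of test wells between control levels plus 3 SD, cut at about 38% in these data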;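 further: cells cotransfected with COUP-TFII expression vector driving the NGFI-A reporter; 0% = median of COUP-TF2 test wells and 100% = reporter-only cells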
* marks the source's active call; other numbers are inactive results; x = no result given.

SMILES	SRC1 inh	MC4R ag barr	MC4R antag cAMP	TLR9-MyD88 inh	ABHD5 PLIN5 PPI	LMP1 NFkB inh	NOD2 RIPK2 PPI	SRC3 inh	SRC2 inh	LRH-1 inv ag	COUP-TFII inh
Cn1c(=O)c(C(=O)NNC(=O)c2ccc(Br)cc2)c(O)c2ccccc21	-2	5.3	1	-1	-3	-4	-1	-5	-5	16	-3
CC(C)(C)c1ccc(C(=O)NNC(=O)C(=O)N2CCCCC2)cc1	-12	3.1	-8	-2	-1	-3	-1	-19	-4	-16	-24
CC(=O)Nc1ccc2nc(-c3ccncc3)[nH]c2c1	-8	-1.9	-1	0	-2	-2	9	-1	18	-9	-6
COc1cccc(OC)c1C(=O)Nc1nc2ccc([N+](=O)[O-])cc2s1	-3	-1.1	3	-8	-7	3	-1	16	-5	2	-8
COc1ccccc1C1(CCNS(=O)(=O)c2ccc(C)cc2)CCOC(C(C)C)C1 (stereo unspecified)	17	6.8	8	5	-5	-4	-15	4	-41	-25	5
Cc1ccc(-c2nc(C#N)c(NCC3CCCO3)o2)cc1 (stereo unspecified)	-40	0.8	4	2	2	-8	3	-47	-39	-132	-38
CC[C@@]1(C(=O)OC)N[C@H](CN(C)S(=O)(=O)c2ccc(C(C)(C)C)cc2)[C@@H]2C(=O)N(C)C(=O)[C@@H]21	10	0.0	19	-1	5	-2	-2	-7	16	-14	12
CCCCCC(=O)Nc1ccc(S(=O)(=O)Nc2cc(OC)nc(OC)n2)cc1	17	0.2	27	-3	-6	-4	-9	-4	9	-25	7
CCCC(c1nnnn1Cc1ccc2c(c1)OCO2)N1CCC(C(N)=O)CC1 (stereo unspecified)	-29	0.1	20	3	0	-5	-1	-6	-2	7	1
Cc1cc(S(=O)(=O)NCc2ccco2)c(C)cc1Cl	12	-1.7	12	-12	6	-1	-4	-12	-5	-5	-4
CC(C)CNS(=O)(=O)c1ccc(CCC(=O)NCc2ccco2)cc1	-1	-0.7	-1	-8	-1	-25	-9	-2	-1	-2	-6
Cc1ccc(F)c(S(=O)(=O)NC(=O)C2(C)CCN2C(=O)Cc2cc(F)ccc2F)c1 (stereo unspecified)	-14	0.8	10	x	-7	x	7	-7	13	2	14
COc1ccc(NC(=O)CSc2nc3c(c(=O)n2-c2ccccc2OC)SCC3)cc1	2	-1.8	13	0	9	-5	-2	-18	17	-49	5
COC(=O)CN(C#N)c1nc(OC)nc(N(C)C)n1	-3	0.2	-7	-1	11	-7	-8	17	-6	-1	-4
COc1ccc(/C=C2\SC(=S)N(CCC(=O)N3CCOCC3)C2=O)cc1OC	1	1.1	1	-13	5	9	-2	1	-16	19	-16
Cc1cc(Nc2ccc(N(C)C)cc2)n2ncnc2n1	-19	-0.8	-2	6	0	-18	-1	-6	-24	15	-28
O=C(O)CCN1C(=O)c2ccc(NC(=O)CSCc3ccccc3)cc2C1=O	-16	1.3	15	-6	-6	-1	-3	9	-57	-15	4
N#Cc1nc(-c2cccs2)oc1NCCN1CCOCC1	5	0.1	-4	-3	2	10	-5	24	0	5	-1
C=CCn1c(SCCOc2ccc(OC)cc2)nnc1C(NC(=O)c1ccc(OC)cc1)C(C)C (stereo unspecified)	8	2.5	1	6	-1	-2	2	22	-20	6	0
O=C(NCCCN1CCOCC1)c1ccc2c(c1)N(Cc1ccccc1F)C(=O)c1ccccc1S2=O (stereo unspecified)	0	-2.6	17	-2	-3	3	3	-17	26	-9	-20
O=C(O)c1cnn2c(C(F)F)cc(C(F)F)nc12	-3	0.8	9	-3	9	3	8	12	-5	18	-27
Fc1ccc(Cc2nnc(-c3cccs3)o2)cc1	-61	-1.2	3	-1	0	-9	-8	-22	-79	1	-27
O=C(O)CCCC(=O)N1CCc2cc(S(=O)(=O)N3CCc4ccccc43)ccc21	-4	0.3	4	-2	-3	-6	-4	4	-21	-11	-9
C/C(=N\S(=O)(=O)c1ccc(C)cc1)N(C)C	6	0.9	2	-4	4	-41	-8	8	24	6	-11
Cc1cc(C)n(-c2ccc(F)cc2)c(=O)c1C#N	-22	-2.1	4	2	-5	1	-6	-20	-6	3	-3

The results go on.
SMILES	SRC1 inh	MC4R ag barr	MC4R antag cAMP	TLR9-MyD88 inh	ABHD5 PLIN5 PPI	LMP1 NFkB inh	NOD2 RIPK2 PPI	SRC3 inh	SRC2 inh	LRH-1 inv ag	COUP-TFII inh
O=C(COC(=O)CCc1c[nH]c2ccccc12)NCCc1ccccc1	0	-2.0	7	5	3	-6	6	2	1	-22	4
COc1cc(/C=C(/C#N)C(=O)NCCc2c[nH]c3ccccc23)ccc1OCc1ccccc1F	0	3.3	17	-5	-11	2	11	5	4	-4	-1
O=C(O)c1cccc(S(=O)(=O)Nc2ccc3c(c2)CCC3)c1	11	1.1	2	8	12	7	-7	-1	14	7	23
Clc1ccc(OCc2nn3c(-c4ccco4)nnc3s2)c(Cl)c1	-9	21*	0	5	-7	2	-4	2	-11	4	-26
CC(=O)c1cccc(NC(=O)c2cc3nc(C)cc(C)n3n2)c1	-84	-1.1	8	-2	0	1	-8	-54	-67	-76	-13
CCCc1cc(C(=O)Nc2ccccc2C(=O)OC)no1	-19	6.0	4	-7	-11	-4	-7	-21	-4	-7	-2
CCOC(=O)[C@]12CCCC=C1N(Cc1cccc3ccccc13)C(=O)[C@H](CC(=O)NCc1ccc(C)o1)C2	x	x	x	x	4	x	-4	x	-8	-15	5
COc1ccccc1-c1cc(C(=O)N2CCN(c3ccccc3)CC2)no1	5	5.4	21	-4	-7	-17	2	-37	27	-24	-11
Cn1c(-c2ccccc2)c(/C=N/NC(=O)c2ccc(O)cc2)c2ccccc21	-26	0.1	13	3	-1	-35	3	-35	-104	-19	-58
O=C(Nc1ccccc1Cl)c1cc(C2CCCN(C(=O)c3cccs3)C2)on1 (stereo unspecified)	4	2.6	7	x	-8	x	1	-5	0	-12	0
CO[C@H]1[C@@H]2C=CO[C@@H](O[C@H]3O[C@@H](CO)[C@H](O)[C@@H](O)[C@@H]3O)[C@@H]2[C@@]2(CO)O[C@@H]12	-2	-1.7	0	5	-3	-1	7	-12	-4	8	-2
COc1cc2cc(CN(CCCO)S(=O)(=O)c3ccccc3Cl)c(=O)[nH]c2cc1OC	-7	-1.3	13	-7	-4	1	-5	0	x	-1	x
CC(=O)Nc1ccc(NC(=O)c2nccnc2C(=O)O)cn1	10	-2.0	-2	-16	-1	-3	-5	2	0	-19	1
CCN(CC)c1ccc2ccc(=O)oc2c1	7	0.1	11	x	-1	-3	0	-1	-10	-12	-21
COCCNC(=O)C1CC(=O)N(CCc2ccccc2)C1 (stereo unspecified)	0	0.1	4	7	-4	-3	-1	13	0	18	-10
COc1cc(/C=N/NC(=O)CCc2n[nH]c(=O)[nH]c2=O)ccc1O	-75	-4.0	2	6	-3	-3	-2	0	6	4	0
O=C1CC(C(=O)Nc2ccc(O)c(C(=O)O)c2)C(c2ccccc2)O1 (stereo unspecified)	-8	-1.0	-1	3	-1	-15	-9	12	16	5	13
CCC1CCCCN1CCCNC(=O)CSc1nc2nc(C)c(Cc3ccccc3Cl)c(C)n2n1 (stereo unspecified)	-2	-0.5	1	-3	-3	-2	5	-6	0	-3	8
CC(=O)N1CCN(C(=O)CCc2nnc(CCCCc3ccccc3)o2)CC1	-18	-2.3	-1	0	3	-5	-11	13	6	0	17
COc1ccc(NS(=O)(=O)/C=C/c2ccccc2)cc1	-14	-2.1	1	-7	-3	-5	-7	7	-20	18	8
CC(C)OCCCN(C)C1CCN(S(=O)(=O)c2csc(C(N)=O)c2)CC1	1	-0.4	13	-9	0	-8	-8	5	-15	1	-12
CN(C)c1cccc(CNC(=O)c2csc(COCCO)n2)c1	-6	-1.5	2	x	-3	x	-1	-6	16	-9	1
Cc1nc2c(C)c(C)c(C)c(C)c2nc1C	-59	1.6	-1	x	-4	x	1	-11	4	3	-8
CCCCNc1c(CCc2ccccc2)nc2nc(C)cc(C)n12	x	x	x	x	-3	x	-7	x	-17	-1	8
COc1cc(C(CCN2CCCCC2)c2c(OC)cc(OC)c3c(-c4ccccc4)cc(=O)oc23)cc(OC)c1OC (stereo unspecified)	-16	-1.6	7	6	20	-17	8	-2	-1	-28	15

Record cards, as listed above. Values in the order: SRC1 inh, MC4R ag barr, MC4R antag cAMP, TLR9-MyD88 inh, ABHD5 PLIN5 PPI, LMP1 NFkB inh, NOD2 RIPK2 PPI, SRC3 inh, SRC2 inh, LRH-1 inv ag, COUP-TFII inh
COCCNC(=O)C1CC(=O)N(CCc2ccccc2)C1 (stereo unspecified) is entered as 0, 0.1, 4, 7, -4, -3, -1, 13, 0, 18, -10
Cc1nc2c(C)c(C)c(C)c(C)c2nc1C is entered as -59, 1.6, -1, x, -4, x, 1, -11, 4, 3, -8

Further records.
SMILES	SRC1 inh	MC4R ag barr	MC4R antag cAMP	TLR9-MyD88 inh	ABHD5 PLIN5 PPI	LMP1 NFkB inh	NOD2 RIPK2 PPI	SRC3 inh	SRC2 inh	LRH-1 inv ag	COUP-TFII inh
CC(=O)c1cc2c(cc1NC(=O)CSc1ncccn1)OCO2	-9	0.1	-6	4	-2	-20	-9	-4	1	-7	-7
CC(=O)c1cc(-c2ccccc2)n(CC(=O)N2CCC(N3CCCCC3)CC2)c1C	-12	-0.1	5	-2	-5	-5	7	-15	0	-17	2
COC(=O)c1c(NC(=O)CCC(=O)O)sc2c1CCCCC2	-24	-2.0	1	1	1	3	-4	13	-8	0	1
COc1ccc2c(c1OC)C(C1c3c(cc4c(c3OC)OCO4)CCN1C)OC2=O (stereo unspecified)	1	0.1	-1	1	1	2	-8	10	5	7	6
CCCCOc1ccc(NC2=NC3(CCCCC3)N=C(N)N2)cc1	-8	-0.8	5	4	9	5	-1	10	11	7	3
COc1cccc(C(C)NC(=O)C2CCCC2)c1 (stereo unspecified)	9	-0.4	4	-2	5	-4	2	1	-30	-3	-3
CCN(C)c1ccc(/C=N\n2nnnc2N)cc1	-91	-1.3	-7	-6	1	-3	-1	-89	-52	-68	-66
CCCc1nnc(NC(=O)CCC(=O)NCc2ccccc2)s1	6	-0.9	-1	-1	1	-6	-7	21	-25	-3	-4
Cc1ccc(CN2CCc3[nH]c(=O)[nH]c(=O)c3C2)cc1	-6	-0.2	-5	3	1	6	-5	17	-12	12	0
CCOc1ccc(C(=O)NC(=S)Nc2ccccc2N2CCOCC2)cc1Br	7	-3.0	2	1	0	11	-11	6	30	-10	3
CSc1ccc(OC2(C)CCN(Cc3ccc(OC(F)(F)F)cc3)C2)cc1 (stereo unspecified)	-7	-0.3	-4	x	2	x	1	-28	12	-10	6
Cc1ccc(S(=O)(=O)N2CCCCC2)cc1NC(=O)Cn1ccc(C(F)(F)F)n1	3	-1.2	-2	0	-10	2	-8	10	7	7	10
COc1cccc2c(=O)c(C(=O)O)c[nH]c12	1	-0.6	-2	4	3	-3	-5	1	8	-1	-5
CCN(CC(=O)NC(C)(C)C)C(=O)c1ccc2c(c1)S(=O)(=O)c1ccccc1C2=O	-8	-1.6	-3	1	0	7	3	10	2	10	-3

Source: PubChem

An excerpt; rates above refer to the full screens.
